SUMO Mot1 rescue: yeast Mot1-301 growth rescue at high temperature, primary screen, SUMOylation pathway inhibitor project, S. cerevisiae, ATP luminescence, 38.5C; growth rescue, % at 18.8 µM; AID 2716, 2010; 320,000 tested, 1% active; S. cerevisiae Mot1-301 growth rescue; percent above DMSO median, 100 means doubled;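 active = every valid replicate shows activation above 250% relative to neutral control wells; inactive = the rest, any valid replicate at or below 250%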;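 note: OY570 slx delta 5 strain wells were the positive control but not used for scaling; some compounds called inactive have numbers as strong as hits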
PKA-R2B act: activators of PKA-R2B holoenzyme, primary screen, biochemical, fluorescence polarization, Cy5-IP20, human; cAMP-dependent protein kinase catalytic subunit beta (Homo sapiens) + cAMP-dependent …; PKA-R2B holoenzyme dissociation; R2B truncated from residue 108, S112A mutant; 0% DMSO only, 100% 113 µM cGMP; activation, % at 11.4 µM; 340,000 tested, 0.079% active; AID 504700, 2011;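 active = activation above a cutoff set at the mean over all compounds plus 3 SD, cut at about 18% in these data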;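 note: higher means more holoenzyme dissociation and a rise in polarization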
Ecoli viability: E. coli V3065 growth inhibition, primary screen, counter-screen for AddAB inhibitor project, absorbance, OD600. inhibition, % at 11.9 µM. AID 449728, 2010. 330,000 tested, 0.27% active. 18 h;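 active = inhibition above the campaign's mean inhibition across all tested compounds plus 3 SD, cut at about 9.9% in these data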;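 note: uninfected addAB+ strain grown without phage in ampicillin broth; 0% = DMSO wells and 100% = ciprofloxacin 0.95 µg/ml wells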
phage Ecoli inh: growth loss of phage-infected E. coli, primary screen, RecBCD inhibitor project, absorbance, with phage, HTS | inhibition, % at 11.9 µM | 360,000 tested, 0.26% active; in the data active = inhibition above about 11%
HTR5A ag ctr: HTR5A agonists in luminescence cell assay, primary screen, counter-screen for OPRM1-OPRD1 heterodimer agonist project, full-deck HTS; 5-hydroxytryptamine receptor 5A (Homo sapiens), P47898; cell-based; activation, % at 9.3 µM; 340,000 tested, 0.61% active; AID 504692, 2011; in the data active = activation mostly above about 9.5%, no sharp cut-off; inactive = mostly below about 7.6%;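 note: 0% = cells with vehicle only and 100% = reference agonist; strong numbers were not always called active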
Target sequence (P47898 whole entry, looked up): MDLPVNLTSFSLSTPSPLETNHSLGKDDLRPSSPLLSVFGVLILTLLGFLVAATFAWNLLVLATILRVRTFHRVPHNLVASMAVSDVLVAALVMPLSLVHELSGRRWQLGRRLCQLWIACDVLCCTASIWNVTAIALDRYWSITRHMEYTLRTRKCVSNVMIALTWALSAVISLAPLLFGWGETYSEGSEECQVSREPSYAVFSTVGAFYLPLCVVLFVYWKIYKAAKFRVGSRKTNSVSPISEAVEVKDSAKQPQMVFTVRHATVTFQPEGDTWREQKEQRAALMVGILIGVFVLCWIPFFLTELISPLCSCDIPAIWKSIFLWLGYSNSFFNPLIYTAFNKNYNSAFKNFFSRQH
PKA-R1A activ: activators of PKA-R1A holoenzyme, primary screen, biochemical, fluorescence polarization, Cy5-IP20, bovine R1A, mouse PKAc. cAMP-dependent protein kinase type I-alpha regulatory subunit (Bos taurus) + …. AID 504707, 2011. activation, % at 11.4 µM. 340,000 tested, 0.083% active. PKA-R1A dissociation; scaled: DMSO 0%, 113 µM cGMP 100%;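 active = percent activation above the mean of all tested compounds plus 3 SD, cut at about 19% in these data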;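 note: higher means more PKAc released from R1A so a rise in polarization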
DAGLB inhibitor: DAGLB lipase inhibitors, primary screen, biochemical, fluorescence, HTS; inhibition, % at 5.17 µM; 340,000 tested, 0.059% active; AID 504411, 2011; HEK293T DAGLB membrane lysate, EnzChek fluorogenic substrate; Diacylglycerol lipase-beta (Homo sapiens), Q8NCG7; in the data active = inhibition above about 34%;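 note: 0% = enzyme with vehicle and 100% = wells lacking enzyme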
AddAB inh: growth inhibition of E. coli expressing H. pylori AddAB, primary screen, AddAB inhibitor project, absorbance. inhibition, % at 11.9 µM. 330,000 tested, 0.29% active; in the data active = inhibition above about 12%;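 note: 0% = vehicle wells of infected cells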
HTR5A inv ctr: HTR5A inverse agonists in luminescence cell assay, primary screen, counter-screen for OPRM1-OPRD1 heterodimer inverse agonist project, full-deck HTS. 5-hydroxytryptamine receptor 5A (Homo sapiens), P47898. HTR5A cell line, inverse agonism. inhibition, % at 9.3 µM. 340,000 tested, 0.083% active; in the data active = inhibition mostly above about 23%, no sharp cut-off; inactive = mostly below about 18%;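 note: 0% = cells with DMSO and 100% = no-cell wells with DMSO; some compounds called inactive have numbers as strong as hits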
Tat export inh: E. coli Tat export inhibitors, primary screen, MC4100, TorA-mCherry reporter, fluorescence, single point; inhibition, % at 10 µM; 340,000 tested, 0.036% active; AID 488895, 2010;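 active = mean replicate inhibition at least 50% and at least half of replicates individually reaching 50%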;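 note: exported cargo escapes ClpAP degradation while cytoplasmic cargo is degraded and loses fluorescence; 0% = median of neutral control wells and 100% = median of NaSCN control wells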
CDK5 inh: inhibitors of human CDK5/p35 kinase, primary screen, biochemical, single concentration; Cyclin-dependent kinase 5 (Homo sapiens) + Cyclin-dependent kinase 5 activator 1 (Homo …; Recombinant CDK5/p35, ADP-Glo luminescence, 60 min; inhibition, % at 10 µM; AID 488839, 2010; 330,000 tested, 0.01% active;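 active = highest replicate inhibition of at least 50% and at least 75% of replicates reaching 50%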;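 note: plate controls were DMSO neutral control for no effect and GW8510 at 10 µM for full effect; many of its hits are not listed in these tables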
Target sequence (Q00535 whole entry, looked up): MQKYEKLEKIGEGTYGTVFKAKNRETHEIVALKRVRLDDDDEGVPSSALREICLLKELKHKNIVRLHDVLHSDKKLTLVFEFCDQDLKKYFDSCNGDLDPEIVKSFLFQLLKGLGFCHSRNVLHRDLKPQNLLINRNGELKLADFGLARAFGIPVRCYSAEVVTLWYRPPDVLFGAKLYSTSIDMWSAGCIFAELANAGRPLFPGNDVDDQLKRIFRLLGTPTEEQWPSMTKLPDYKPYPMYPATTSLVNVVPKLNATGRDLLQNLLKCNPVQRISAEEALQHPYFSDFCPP
Target sequence (Q15078 whole entry, looked up): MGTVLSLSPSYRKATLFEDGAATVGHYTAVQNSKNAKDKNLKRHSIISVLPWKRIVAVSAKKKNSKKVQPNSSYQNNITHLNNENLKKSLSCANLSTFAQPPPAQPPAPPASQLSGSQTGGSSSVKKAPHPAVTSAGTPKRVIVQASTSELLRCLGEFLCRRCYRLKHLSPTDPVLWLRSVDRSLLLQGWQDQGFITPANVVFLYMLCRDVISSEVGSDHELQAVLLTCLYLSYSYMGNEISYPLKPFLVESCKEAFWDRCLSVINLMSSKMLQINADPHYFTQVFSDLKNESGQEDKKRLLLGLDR
* = called active by the depositor; nt = no result given.

SMILES	SUMO Mot1 rescue	PKA-R2B act	Ecoli viability	phage Ecoli inh	HTR5A ag ctr	PKA-R1A activ	DAGLB inhibitor	AddAB inh	HTR5A inv ctr	Tat export inh	CDK5 inh
Cc1cccc(NC(=O)CN2CCN(CC(=O)NCC3(N4CCCCC4)CCCCC3)CC2)c1C	nt	-13	nt	3.2	-1	-7	2	nt	9	-6	-1.6
CC1CC(C)CN(C(=O)C2CCC(CNS(=O)(=O)c3ccccc3)CC2)C1 (stereo not drawn)	7	-1	1.3	0.3	-2	1	-1	0.0	9	-9	0.4
COCCNC(=O)C(c1ccc(O)cc1)N(Cc1ccccc1)C(=O)CCC(=O)Nc1nccs1 (stereo not drawn)	14	-10	0.5	5.2	4	11	-1	3.5	-4	-4	1.0
Cc1cccc(-n2ncc3c2CCCC3NC(=O)CC(F)(F)F)c1C (stereo not drawn)	-10	1	-0.6	-0.5	-1	8	-1	-0.1	4	4	-0.8
CC(Oc1ccccc1)C(=O)Nc1c2c(nn1-c1ccccc1)CS(=O)(=O)C2 (stereo not drawn)	1	-20	-2.0	2.8	-1	-14	1	-0.8	-7	6	-0.8
Nc1ccc2nn(-c3ccc(Cl)cc3)nc2c1	12	-3	0.0	2.3	3	-6	0	0.0	-9	-1	3.1
CC(C)c1cccc(OCC(=O)Nc2ccc(S(=O)(=O)Nc3ccccn3)cc2)c1	-2	-7	2.0	0.5	6	2	-3	5.6	-16	-8	1.4
Cc1c(/C(O)=C2/C(=O)C(=O)N(CCN3CCOCC3)C2c2ccco2)cnn1-c1ccccc1 (stereo not drawn)	nt	14	nt	2.1	-6	-13	-1	nt	15	5	-1.0
COc1cccc(C2c3c(oc4ccc(Cl)cc4c3=O)C(=O)N2c2cc(C)on2)c1OC (stereo not drawn)	2	0	-0.1	-1.6	-2	2	-1	1.6	6	-2	1.2
COc1ccccc1CNS(=O)(=O)c1cccc(S(=O)(=O)N2CCOCC2)c1	567	6	-2.8	0.9	3	6	3	2.9	0	-1	-1.5
O=C(c1cc(COc2ccc3c(c2)CCCC3)on1)N1CCCC1	26	2	2.9	5.0	3	1	-6	4.5	-11	3	-3.7
COc1ccccc1CN(Cc1cc2cc(C)cc(C)c2[nH]c1=O)Cc1nnnn1CC1CCCO1 (stereo not drawn)	81	-19	-0.1	-1.4	3	-6	1	5.0	-7	1	0.1
Cc1ccc(S(=O)(=O)N2CCCCC2)c2nsnc12	-4	2	0.1	1.1	-5	3	0	2.1	14	5	1.3
N#Cc1cnc(SCC(=O)NNC(=O)COc2cccc3ccccc23)nc1N	288	5	2.0	4.5	3	5	3	3.7	-11	-6	0.8
CCOc1ccc(N(CC)C(=O)c2cn(CC)c(=O)c3cc(OC)c(OC)cc23)cc1	93	1	2.6	1.0	2	0	-1	2.9	-8	-4	-0.2

Entries of single compounds, quoted from the list:
COc1ccccc1CN(Cc1cc2cc(C)cc(C)c2[nH]c1=O)Cc1nnnn1CC1CCCO1 (stereo not drawn) in the list: SUMO Mot1 rescue: 81; PKA-R2B act: -19; Ecoli viability: -0.1; phage Ecoli inh: -1.4; HTR5A ag ctr: 3; PKA-R1A activ: -6; DAGLB inhibitor: 1; AddAB inh: 5.0; HTR5A inv ctr: -7; Tat export inh: 1; CDK5 inh: 0.1
Cc1c(/C(O)=C2/C(=O)C(=O)N(CCN3CCOCC3)C2c2ccco2)cnn1-c1ccccc1 (stereo not drawn) in the list: SUMO Mot1 rescue: nt; PKA-R2B act: 14; Ecoli viability: nt; phage Ecoli inh: 2.1; HTR5A ag ctr: -6; PKA-R1A activ: -13; DAGLB inhibitor: -1; AddAB inh: nt; HTR5A inv ctr: 15; Tat export inh: 5; CDK5 inh: -1.0

Additional compounds:
SMILES	SUMO Mot1 rescue	PKA-R2B act	Ecoli viability	phage Ecoli inh	HTR5A ag ctr	PKA-R1A activ	DAGLB inhibitor	AddAB inh	HTR5A inv ctr	Tat export inh	CDK5 inh
O=C1CCCCCN1CP(=O)(O)CCc1ccccc1	-11	-6	-1.1	1.1	6	-1	0	-0.1	-17	2	2.9
O=C(CSc1ncccn1)Nc1ccc(S(=O)(=O)N2CCCCC2)cc1	-27	-5	1.6	3.2	4	-4	2	1.3	-8	-1	-0.6
O=C1OCc2ccc(NC(=O)C3CCCCC3)cc21	3	-5	-0.9	1.9	6	2	2	-1.3	8	-3	1.3
O=C(NC(Cc1ccccc1)C(=O)O)c1ccccc1 (stereo not drawn)	-1	1	1.0	2.1	-3	8	-4	2.4	11	2	-0.8
CC(C)(C)[C@@H]1COC(=O)[C@H](Cc2ccc(F)cc2)C/C=C\C[C@H](CC(=O)N(CCO)Cc2ccccc2)C(=O)N1	-3	3	-1.8	-0.8	-3	2	-3	0.1	-7	2	0.3
CC(C)NS(=O)(=O)c1ccc(NC(=S)NC(=O)c2ccc(-c3ccccc3)cc2)cc1	6	-8	0.1	3.8	-2	2	-4	-0.1	-3	3	-0.3
CCN(c1ccccc1)S(=O)(=O)c1cccc(C(=O)NCC(c2ccco2)N2CCCC2)c1 (stereo not drawn)	-11	-5	2.4	2.3	5	-10	-1	-1.0	-12	-13	-0.2
COc1c2c(nc3ccccc13)OC(C(C)(O)CO)C2 (stereo not drawn)	33	0	-0.1	3.3	-2	-14	0	2.8	-8	-6	-0.7
Cc1ccc(S(=O)(=O)n2ccc3c(OCCOCCSCC(NC(=O)OC(C)(C)C)C(=O)O)cccc32)cc1 (stereo not drawn)	-7	9	-1.4	-0.4	4	-5	2	0.1	-13	24	-2.1
C=CCN(c1ccccc1)S(=O)(=O)c1cccc(C(=O)N2CC(C)CC(C)C2)c1 (stereo not drawn)	7	9	-1.9	0.0	1	-2	-2	-2.8	-25	-8	0.4
CCOC(=O)C(CC)n1nc(C)n2c(cc3occc32)c1=O (stereo not drawn)	-6	-4	-0.5	0.4	9	-2	-2	0.0	-20	-5	1.6
O=C(CSc1nc2ccccc2[nH]1)NCc1ccc(F)cc1	-5	-1	-2.5	2.0	-2	6	0	-2.0	-16	17	-2.2
S=c1[nH]c2ncccc2o1	7	0	0.2	2.7	5	4	-4	2.5	0	1	-1.1
Clc1ccc(-c2cn3c(n2)CCC3)cc1	0	-8	0.5	2.9	-2	-5	3	3.7	5	-6	-2.2
O=C(c1ccc(Cl)c(S(=O)(=O)N2CCOCC2)c1)N(Cc1nnc(-c2ccccc2Cl)o1)C1CC1	-23	-8	-0.2	3.2	-4	-9	-1	1.4	9	-1	-0.1
CN1CCN(c2nc(-c3cc4ccccc4o3)cs2)CC1	-2	1	-2.1	4.3	3	0	-3	0.7	-13	-9	1.6
CCCCCOc1ccc(NC(=O)C(=O)NCCC2=CCCCC2)cc1	-6	-8	2.4	nt	3	1	0	0.6	-4	9	-2.8
CN(CC(=O)Nc1cc(Cl)cc(Cl)c1)Cc1cccs1	52	-4	0.9	-0.3	5	8	-18	2.0	-33	9	0.5
CC1CN(C(=O)COC(=O)c2cccc(NS(=O)(=O)c3ccccc3)c2)CC(C)O1 (stereo not drawn)	-10	-8	1.5	-1.5	-2	-11	0	3.1	4	5	-0.1
CCCCN(C)C(=O)c1cn(C)c2ccc(S(=O)(=O)N(C)C)cc2c1=O	20	-6	-0.2	0.1	0	-3	-1	3.5	-1	-6	0.8
COc1ccc(-n2nc3c(c2NC(=O)Cc2cccc(C)c2)CS(=O)C3)cc1 (stereo not drawn)	2	-7	-2.4	0.5	6	1	3	-1.7	-17	-5	-2.9
CCOc1ccc(C(C)=O)cc1CSc1nnc(-c2ccncc2)n1CCOC	nt	-4	0.1	-1.4	2	-1	-1	0.8	4	4	-0.2
Cc1n[nH]c(C)c1N=Nc1ccc(Br)cc1	111	-7	-1.9	3.4	-2	-14	11	-0.6	6	4	0.5
CC1CCCC(NC(=O)COC(=O)CCC(=O)c2cccs2)C1C (stereo not drawn)	35	-3	-2.4	1.9	0	-14	0	-1.6	1	0	0.2
Cc1ccccc1NC(=S)Nc1ccc(Br)cc1	131	-10	-0.9	1.8	-1	-13	2	1.1	1	-2	-1.4
CSCCC(NS(=O)(=O)c1ccc2c(c1)OCCO2)C(=O)N(C)Cc1ccccc1F (stereo not drawn)	-13	4	2.6	1.6	-7	8	-1	0.5	16	-2	-1.2
CC(O)[C@H]1CN=C(N)N1CCc1cc(C(F)(F)F)cc(C(F)(F)F)c1 (stereo partly drawn)	-10	0	-3.8	3.0	0	5	-2	-0.2	-27	-36	-1.0
Cc1ccc(Nc2ccccc2)nn1	120	-3	2.6	0.9	-1	-9	-3	2.3	-9	1	0.3
CCOc1ccc(S(=O)(=O)N(C)CC(=O)NCc2ccccn2)cc1Cl	-8	1	1.0	-0.1	4	3	0	2.9	-11	-6	0.4
Cc1cc(Cl)ccc1NS(=O)(=O)c1c(C)[nH]c(=O)[nH]c1=O	-17	2	nt	1.7	4	5	0	nt	-15	-6	-1.4
CN(C)c1ccc(CSc2ccccc2)cc1	nt	-5	nt	2.3	5	16	-4	nt	-19	-6	0.9
COc1cc(C=C2C(=O)c3ccccc3C2=O)cc(OC)c1	-6	6	0.7	1.1	2	-2	14	2.1	11	-5	-0.1
CN(C)c1nnnn1-c1ccc(Cl)cc1	-13	-14	0.5	4.3	-3	0	-2	1.3	8	3	-0.7
C=C(C)CNC(=O)c1ccc2nc(Cc3ccc(OC)cc3)oc2c1	-17	0	-0.5	0.1	-2	3	-2	3.7	-5	1	1.1
COc1ccc(-c2cc(C)no2)cc1S(=O)(=O)N1CCCCC1	-2	-11	-0.2	-0.6	2	-17	-2	2.5	-9	-2	0.4

High-throughput results: PubChem, several laboratories
